Screens deposited in PubChem BioAssay by National Center for Advancing Translational Sciences (NCATS).
Vif-APOBEC3G blk: blocks the Vif interaction with human APOBEC3G | Potency, µM (top dose mostly 46.1 µM), without a hit: at the highest dose activity, negative = active, most hits filed as inhibitors | 0.076% of 410,000 active | HeLa A3G-eYFP + Vif (tagged APOBEC3G with the HIV-1 protein that degrades it), YFP fluorescence, overnight;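 note: potency is the fitted concentration of half-maximal effect; % is set by controls: 0 for no effect and ±100 for the full control effect; nearly all actives have a fitted effect of over 60% in size; hits raise eYFP signal because A3G escapes Vif-driven loss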
Target sequence (Q9HC16 whole entry, looked up): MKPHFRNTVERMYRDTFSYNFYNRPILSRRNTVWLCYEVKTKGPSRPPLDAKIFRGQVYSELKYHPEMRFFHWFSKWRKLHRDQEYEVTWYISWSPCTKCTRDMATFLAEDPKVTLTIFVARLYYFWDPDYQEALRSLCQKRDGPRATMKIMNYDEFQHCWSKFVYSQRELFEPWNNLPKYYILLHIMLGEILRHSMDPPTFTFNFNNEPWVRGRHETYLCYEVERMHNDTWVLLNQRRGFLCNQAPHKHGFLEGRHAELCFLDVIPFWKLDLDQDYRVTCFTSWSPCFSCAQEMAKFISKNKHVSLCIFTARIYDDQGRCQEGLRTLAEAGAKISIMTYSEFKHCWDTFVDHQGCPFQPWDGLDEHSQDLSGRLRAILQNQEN
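Read-out is eYFP fluorescence (Ex 488/Em 500-530) from Vif-expressing HeLa A3G-eYFP cells; more signal means A3G escaped Vif-mediated degradation. Cells plated overnight, compound pinned in, incubated overnight at 37 deg C.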
D2 ag: agonists of human D2 dopamine receptor; AID 485358; activation, % at 2 µM; HEK293 T-REx D2 cells, calcium flux agonist mode; 0.53% of 340,000 active; P14416;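 active = activation over 3 SD above normal in the single-dose calcium agonist read, cut at about 30% in these data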; note: 0% is about no effect
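Agonism scored from kinetic calcium signal (1 read/sec, 180 s) following compound pin transfer, after a 10 s baseline. Cells: HEK293 Trex line expressing inducible D2 receptor coupled to calcium, dye-loaded after overnight culture at 30 C.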
ERG Ets-DNA blk: inhibitors of human ERG Ets domain-DNA interaction. 0.028% of 370,000 active. P11308. Potency, µM (top dose mostly 76.9 µM), without a hit: top-dose FP activity, negative = inhibition, usual class: inhibitors. AID 624246. fluorescence polarization, His-ERG Ets domain / labelled DNA; active = well fitted inhibition curve with a large enough effect in the polarisation, with a control signal flat; inconclusive = small, poorly fitted or top-dose-only effect, or effect the other way, or a change in a side signal; inactive = no such curve, though single readings can be large or run the other way; the % refers to the polarisation;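 note: polarization taken with two DNA probes labelled with fluorescein and Texas red; potency is the fitted concentration of half-maximal effect; % of control where 0% means no effect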
Target sequence (P11308 whole entry, looked up, the tested form may be a part): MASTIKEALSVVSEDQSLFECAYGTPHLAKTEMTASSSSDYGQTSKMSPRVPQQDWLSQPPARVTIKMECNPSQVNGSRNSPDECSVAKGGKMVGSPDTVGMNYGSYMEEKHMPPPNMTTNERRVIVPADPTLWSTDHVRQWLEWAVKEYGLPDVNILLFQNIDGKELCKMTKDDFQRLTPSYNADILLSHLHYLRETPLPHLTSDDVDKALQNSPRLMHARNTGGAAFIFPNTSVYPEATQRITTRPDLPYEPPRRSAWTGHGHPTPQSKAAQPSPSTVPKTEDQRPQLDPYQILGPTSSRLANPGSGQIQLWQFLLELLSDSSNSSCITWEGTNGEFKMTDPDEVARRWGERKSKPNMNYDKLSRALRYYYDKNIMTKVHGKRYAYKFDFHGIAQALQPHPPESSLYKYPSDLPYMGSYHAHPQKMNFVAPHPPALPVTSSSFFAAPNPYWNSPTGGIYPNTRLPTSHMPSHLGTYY
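His-tagged ERG Ets domain (1 uM in the protein solution; 300mM KCl, 50mM Tris-HCl, 1mM EDTA, 1mM DTT, pH 7.5) received compound, then a probe mix of 5 nM fluorescein-DNA and 100nM Texas-615-DNA. Fluorescence polarization was read for both dyes.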
RGS4 inhibitor: human RGS4 inhibition; AID 504845; 0.039% of 390,000 active; Potency, µM (titrated, usually from 114 µM), for the others: top-dose activity change, negative = inhibition, actives largely listed as inhibitors; Transcreener GDP fluorescence polarization, RGS4-accelerated GTP hydrolysis; P49798; note: potency is the fitted concentration of half-maximal effect; % is set by controls: 0 for no effect and ±100 for the full control effect; nearly all actives have a fitted effect of over 75% in size; some results filed as inactive show a strong effect at the top dose
Target sequence (P49798 whole entry, looked up): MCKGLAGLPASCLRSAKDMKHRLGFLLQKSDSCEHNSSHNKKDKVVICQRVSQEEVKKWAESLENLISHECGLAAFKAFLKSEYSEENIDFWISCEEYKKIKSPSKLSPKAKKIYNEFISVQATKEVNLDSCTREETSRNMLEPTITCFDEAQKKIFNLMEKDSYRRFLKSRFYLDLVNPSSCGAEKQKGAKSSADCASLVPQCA
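MLSMR compounds (23 nl, pin-transferred) preincubated 10 min at room temperature with a 500nM (2x) first reagent, then RGS4 at 900nM (2x) plus Transcreener GDP mix added; fluorescence polarization (620/688 nm) read before and after 90 min at 30 °C.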
D2 antag: D2 dopamine receptor (human) antagonism; HEK293 TREx D2 cells, calcium flux, dopamine EC80; P14416; 2% of 340,000 active; inhibition, % at 10 µM; in the data active = inhibition above about 30%; note: 0% is about no effect
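Tetracycline-induced HEK293 T-REx cells expressing D2 force-coupled to calcium signalling were dye-loaded, exposed to compound for 180 s, then challenged with an EC80 of dopamine; calcium flux was followed kinetically for a further 180 s.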
ALOX12 inh: ALOX12 (human) lipoxygenase inhibition. purified 12hLO, xylenol orange hydroperoxide absorbance. Potency, µM (series often up to 108 µM), for the others: at the highest dose activity change, negative = inhibition, hits mostly inhibitors. 1.1% of 580,000 active. AID 1671190; note: potency is the fitted concentration of half-maximal effect; % is set by controls: 0 for no effect and ±100 for the full control effect
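Purified human 12hLO (150 nM final) in 25 mM Hepes, 0.01% Triton X-100, pH 7.0 was preincubated 15 min at room temperature with compound. Then 40 uM arachidonic acid was added, 30 min. Hydroperoxide was read by Fe-XO absorbance ratio 573/405 nm.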
Glioma ERSR ind: inducers of ER stress response in human glioma cells; 0.02% of 420,000 active; Potency, µM, without a hit: top-dose activation, most hits filed as activators; U87-MG GRP78 promoter luciferase reporter, 16 h; note: potency is the fitted concentration of half-maximal effect; series mostly up to about 76 µM; % of control where 0% means no effect; nearly all actives have a fitted effect of over 35% in size
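Stably transfected U87-MG glioma cells carrying a GRP78-based luciferase sensor; 16 h compound incubation. Luminescence end-point read 10 min after Bright-Glo addition at room temperature.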
LDHA inh: inhibitors of human lactate dehydrogenase A. activity change, % (values are at about 110 or 230 µM). 0.15% of 480,000 active. purified LDHA, NADH/diaphorase-resazurin fluorescence; active compounds read low; in the data active = activity change below about -30%; inconclusive = mostly about -25% to -30%;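 note: plate controls were DMSO wells for no effect and wells without enzyme for full effect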
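Human LDH5 at 2 nM final in Tris HCl pH 7.4 with 0.06 mM NADH and 0.2 mM pyruvate, reacted 5 minutes at room temperature. Remaining NADH coupled via diaphorase/resazurin; resorufin fluorescence read at 0 and 20 minutes, normalized to enzyme-free and DMSO wells.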
Vif-A3F inh: Vif-A3F binding inhibition. HeLa A3F-eYFP + Vif (tagged APOBEC3F with the HIV-1 protein that degrades it), YFP fluorescence increase. Potency, µM (highest dose often 46.1 µM), for inactives: at the highest dose activity, negative = active. 0.2% of 390,000 active. AID 602313; note: potency is the fitted concentration of half-maximal effect; % of control where 0% means no effect; nearly all actives have a fitted effect of over 65% in size
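HeLa cells stably expressing Vif plus C-terminally eYFP-tagged A3F were seeded, incubated overnight at 37 deg C, dosed with compound, incubated overnight again at 37 deg C. Yellow fluorescence (Ex 488/Em 500-530) reported blocked Vif-mediated A3F-eYFP degradation.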
Active calls of the source: *; ? = inconclusive; . = not tested or not shown; & = joins results of further samples; [ ] = another dose, or the depositor's remark. Unless noted, calls come from the whole dose curve; as a rule, active = well fitted curve in the direction sought with a large enough effect; inconclusive = small, poorly fitted or top-dose-only effect, or another doubt; inactive = no such curve, though single readings can be large; an effect the other way counts as inactive or inconclusive.

1: Cc1cc(C)c([N+](=O)[O-])cc1-c1ccc(/C=N/c2c(-c3ccco3)nc3ccccn23)o1
2: COc1ccccc1CNC(=O)CNC(=O)c1ccc(Br)o1
3: COc1ccc(C(=O)Nc2cccc(-c3csc(C)n3)c2)cc1S(=O)(=O)N1CCCC1
4: O=C(O)C1CCN(C(=O)CCc2ccccc2)CC1
5: O=C(COC(=O)CNC(=O)c1ccc(Cl)cc1Cl)NC1CC1
6: Cc1ccccc1Cn1c(=N)n(CC(=O)c2ccc([N+](=O)[O-])cc2)c2ccccc21
7: O=C(COCc1cc(-c2ccc(F)cc2)on1)Nc1cccc(Cl)c1Cl
8: CC(NC(=O)OCc1ccccc1)C(=O)NCC(=O)NC(Cc1ccc(OC(C)(C)C)cc1)C(=O)OC(C)(C)C (configuration not stated)
9: Cc1cc(C)nc(SCc2ccc(C(=O)NN=C3CCCC3)cc2)n1
10: CCN(CC)CCSc1nc(O)c(-c2ccccc2)c(=O)n1-c1ccccc1
assay / compound	1	2	3	4	5	6	7	8	9	10
Vif-APOBEC3G blk	-6%	0%	-3%	3%	4%	-28%	2%	2%	0%	0%
D2 ag	0.3	0.6	0.5	0.6	.	0.9	0.5	0.1	0.4	-0.7
ERG Ets-DNA blk	-4%	10%	-2%	-8%	-5%	3%	-3%	1%	-4%	-2%
RGS4 inhibitor	-26%	-17%	13%	-15%	36%	-7%	4%	1%	2%	5%
D2 antag	-10	3	-10	7	.	1	.	6	6	2
ALOX12 inh	?	2%	4%	4%	0%	?	-10%	9%	11%	0%
Glioma ERSR ind	-5%	0%	1%	-4%	-2%	-5%	-4%	-2%	-4%	-5%
LDHA inh	8	-2	-3	-9	-5	-1	2	3	-9	-6
Vif-A3F inh	-7%	2%	-5%	9%	-2%	28µM*	-6%	-2%	1%	1%

Five compounds out of the list, arranged by heavy-atom count, rising:
4: O=C(O)C1CCN(C(=O)CCc2ccccc2)CC1
5: O=C(COC(=O)CNC(=O)c1ccc(Cl)cc1Cl)NC1CC1
10: CCN(CC)CCSc1nc(O)c(-c2ccccc2)c(=O)n1-c1ccccc1
3: COc1ccc(C(=O)Nc2cccc(-c3csc(C)n3)c2)cc1S(=O)(=O)N1CCCC1
8: CC(NC(=O)OCc1ccccc1)C(=O)NCC(=O)NC(Cc1ccc(OC(C)(C)C)cc1)C(=O)OC(C)(C)C (configuration not stated)
assay / compound	4	5	10	3	8
Vif-APOBEC3G blk	3%	4%	0%	-3%	2%
D2 ag	0.6	.	-0.7	0.5	0.1
ERG Ets-DNA blk	-8%	-5%	-2%	-2%	1%
RGS4 inhibitor	-15%	36%	5%	13%	1%
D2 antag	7	.	2	-10	6
ALOX12 inh	4%	0%	0%	4%	9%
Glioma ERSR ind	-4%	-2%	-5%	1%	-2%
LDHA inh	-9	-5	-6	-3	3
Vif-A3F inh	9%	-2%	1%	-5%	-2%

Next entries
11: Cc1ccc(CNCCCn2cnc(C(=O)Nc3ccc(C)c(C)c3)n2)o1
12: Cc1ccc(NC(=O)C2(C)CCCN2C)cc1C (configuration not stated)
13: CC1=C/C(=N\N=C2\NC(=O)C(CC(=O)Nc3ccccc3)S2)CC(C)(C)C1 (configuration not stated)
14: O=C(CN1C(=O)NC2(CCCC2)C1=O)N1CCN(S(=O)(=O)c2ccc(Cl)c(C(F)(F)F)c2)CC1
15: O=C(COC(=O)c1cc(=O)[nH]c(=O)[nH]1)NCc1ccccc1
16: CCCn1cccc(C(=O)Nc2ccc(OC)cc2)c1=O
17: N/C(=N\OC(=O)Nc1ccc(Cl)c(Cl)c1)c1ncc(C(F)(F)F)cc1Cl
18: O=C(CCc1cccc(Cl)c1)NC1CCCN(Cc2ccccc2F)C1 (configuration not stated)
19: CCOc1ccc(NC(=O)CNS(=O)(=O)c2ccc(Br)s2)cc1
20: O=C(NCc1cccs1)c1cnc2sccn2c1=O
assay / compound	11	12	13	14	15	16	17	18	19	20
Vif-APOBEC3G blk	2%	-2%	0%	2%	1%	0%	3%	2%	-8%	-8%
D2 ag	.	.	0.7	0.4	1.3	.	0.4	0.3	-0.3	-0.2
ERG Ets-DNA blk	5%	.	-6%	0%	-6%	-2%	-8%	-2%	-1%	4%
RGS4 inhibitor	-24%	.	?	-12%	20%	-7%[56.9 µM]	-15%	-8%	6%	2%
D2 antag	.	.	1	14	1	.	-12	-11	.	2
ALOX12 inh	-1%	?	-8%	-10%	-28%	.	353%[activator]	0%	-15%	?
Glioma ERSR ind	3%	-4%	2%	-2%	-3%	-1%	-5%	-3%	-2%	-2%
LDHA inh	-9	-6	-5	-5	-13	-5	-4	1	-6	-5
Vif-A3F inh	5%	.	-1%	4%	6%	-18%	3%	3%	-5%	2%

21: CC(NC(=O)c1ccccc1NC(=O)CSc1nnnn1C)c1ccccc1 (configuration not stated)
22: COc1ccc(OC)c(C(=O)C2COC(=O)C2)c1 (configuration not stated)
23: COC(=O)c1[nH]c2ccc(C)cc2c1NC(=O)Nc1ccc(OC)cc1
24: CC12CCC(C/C1=N\N=C1\NC(=O)/C(=C\c3ccc(Cl)cc3)S1)C2(C)C (configuration not stated)
25: CCOc1ccc(NC(=O)CSc2nnc(-c3ccc(OCC)cc3)o2)cc1
26: CCCC(=O)C1=C(c2cccc(OC)c2)N(C(=O)CCC)n2c(C)nnc2S1
27: CS(=O)(=O)c1ccc(C(=O)NCC2(N3CCOCC3)CCCCC2)cc1
28: CC1(C)OC2OC(COC(=O)c3ccccc3)C3OC(C)(C)OC3C2O1 (configuration not stated)
29: CC(=O)Nc1cccc(-c2csc(C(C)(O)c3ccc(F)c(F)c3)n2)c1 (configuration not stated)
30: O=C(NCc1ccccc1)c1nc(S(=O)(=O)Cc2ccc(F)cc2)ncc1Cl
assay / compound	21	22	23	24	25	26	27	28	29	30
Vif-APOBEC3G blk	-5%	?	-2%	-6%	-1%	4%	3%	-2%	-7%	-6%
D2 ag	-0.2	.	1.0	-1.4	-0.2	-0.2	.	0.0	.	1.2
ERG Ets-DNA blk	12%	-2%	-7%	0%	1%	6%	-4%	-2%	.	-12%
RGS4 inhibitor	25%	0%	-14%[11.4 µM]	-8%	1%	-6%	-12%	4%	.	?
D2 antag	-14	.	7	-16	.	.	.	4	.	.
ALOX12 inh	176%[activator]	-24%	0%	-23%	-26%	2%	1%	-9%	-21%	?
Glioma ERSR ind	-1%	-5%	-6%	2%	-3%	1%	-2%	-7%	-2%	-11%
LDHA inh	2	5	-3	1	6	1	-7	-3	-15	0&-15
Vif-A3F inh	4%	.	1%	-18%	0%	-15%	-5%	5%	.	-12%

31: COc1cc(OC)c(NC(=O)C2CCCO2)cc1Cl (configuration not stated)
32: CCS(=O)(=O)N1CCN(c2cnn(-c3ccccc3)c(=O)c2Cl)CC1
33: c1ccc(CN(Cc2ccccc2)Cc2nnc(-c3cc4ccccc4[nH]3)s2)cc1
34: CNc1nc(NCCOC23CC4CC(CC(C4)C2)C3)nc(OCC(F)(F)F)n1
35: CC(CN1CCC(O)CC1)c1ccccc1 (configuration not stated)
36: CCOC(=O)Nc1ccc2c(CN3CCN(S(=O)(=O)c4ccc(C(C)C)cc4)CC3)cc(=O)oc2c1
37: Nc1ccc(C(=O)N2CCN(S(=O)(=O)c3ccc(Cl)cc3)CC2)cc1[N+](=O)[O-]
38: O=C(O)c1cccc(COc2ccccc2Cl)c1
39: CCOC(=O)c1c(C)nc2sc(C(=O)Nc3ccc(OC)cc3)c(N)c2c1-c1ccc(OC)cc1
40: COC(=O)C1=C(C(=O)OC)C2C(C)=CC(C)=CN2C(C(=O)OC)=C1C(=O)OC (configuration not stated)
41: Cc1c(C(=O)Nc2cccc(Cl)c2)cn2c(nc3ccccc32)c1C#N
42: NC(=O)c1ccc(N2CCCCC2)c(N2C(=O)C3C4C=CC(C4)C3C2=O)c1 (configuration not stated)
43: COc1ccc(NC(=O)CSc2nc3c(c(=O)n2C)SCC3)cc1OC
assay / compound	31	32	33	34	35	36	37	38	39	40	41	42	43
Vif-APOBEC3G blk	0%	0%	-11%	-6%	0%	-9%	-9%	0%	?	3%	-5%	-6%	1%
D2 ag	-0.5	1.7	.	.	-0.1	0.1	0.5	-2.2	-0.1	-0.7	0.5	0.3	-0.8
ERG Ets-DNA blk	-9%	-4%	.	3%	-5%	-4%	-5%	-11%	1%	.	-4%	-4%	-3%
RGS4 inhibitor	-12%	6%	-18%	-29%	25%	-8%	?	10%	-9%	-36%	19%	-9%	29%
D2 antag	-9	-29	.	.	-1	-28	1	-6	6	-6	2	-34	-5
ALOX12 inh	13%	13%	-23%	30%	?	-1%	.	-7%	362%[activator]	?	-20%	?	19%
Glioma ERSR ind	2%	-2%	0%	?	-2%	-3%	-2%	-15%	-2%	-1%	-5%	-3%	-5%
LDHA inh	-3	-3	-3&-2	-7	-20	-1	-9	-6	-4	-2	-7	-3	-9
Vif-A3F inh	-8%	10%	-2%	-2%	2%	2%	-9%	3%	-16%	3%	-25%	1%	-24%

Some of the compounds tested, so the mix of outcomes need not match the whole.
